# Screening results from PubChem.
# APE1 inh – qHTS Assay for Inhibitors of the Human Apurinic/apyrimidinic Endonuclease 1 (APE1). recombinant APE1, TAMRA/BHQ-2 abasic DNA cleavage fluorescence. 0.35% of 350,000 active. Potency, µM (doses to about 65.8 µM), inactives show top-dose activity change, negative = inhibition, hits mostly inhibitors;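 further: potency means the concentration at half of the fitted maximal effect; plate controls were vehicle for no effect and reference inhibitor for full effect; nearly all actives have a fitted effect of over 55% in size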
#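 Substrate: short duplex with […] THF abasic site, 5'-TAMRA and 3'-BHQ-2, 50 nM final. APE1 at 0.75 nM, preincubated 15 min RT with compound. Fluorescence increase from first to third read measured activity.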
# BLM helicase inh – qHTS Assay for Inhibitors of Bloom's syndrome helicase (BLM); recombinant BLM DNA unwinding, fluorescence dequenching; Potency, µM (top dose mostly 56.1 µM), for the others: top-dose activity change, negative = inhibition, actives largely listed as inhibitors; 0.2% of 350,000 active;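 further: potency means the concentration at half of the fitted maximal effect; plate controls were vehicle for no effect and no enzyme for full effect; nearly all actives have a fitted effect of over 35% in size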
# Target sequence (P54132 whole entry, looked up): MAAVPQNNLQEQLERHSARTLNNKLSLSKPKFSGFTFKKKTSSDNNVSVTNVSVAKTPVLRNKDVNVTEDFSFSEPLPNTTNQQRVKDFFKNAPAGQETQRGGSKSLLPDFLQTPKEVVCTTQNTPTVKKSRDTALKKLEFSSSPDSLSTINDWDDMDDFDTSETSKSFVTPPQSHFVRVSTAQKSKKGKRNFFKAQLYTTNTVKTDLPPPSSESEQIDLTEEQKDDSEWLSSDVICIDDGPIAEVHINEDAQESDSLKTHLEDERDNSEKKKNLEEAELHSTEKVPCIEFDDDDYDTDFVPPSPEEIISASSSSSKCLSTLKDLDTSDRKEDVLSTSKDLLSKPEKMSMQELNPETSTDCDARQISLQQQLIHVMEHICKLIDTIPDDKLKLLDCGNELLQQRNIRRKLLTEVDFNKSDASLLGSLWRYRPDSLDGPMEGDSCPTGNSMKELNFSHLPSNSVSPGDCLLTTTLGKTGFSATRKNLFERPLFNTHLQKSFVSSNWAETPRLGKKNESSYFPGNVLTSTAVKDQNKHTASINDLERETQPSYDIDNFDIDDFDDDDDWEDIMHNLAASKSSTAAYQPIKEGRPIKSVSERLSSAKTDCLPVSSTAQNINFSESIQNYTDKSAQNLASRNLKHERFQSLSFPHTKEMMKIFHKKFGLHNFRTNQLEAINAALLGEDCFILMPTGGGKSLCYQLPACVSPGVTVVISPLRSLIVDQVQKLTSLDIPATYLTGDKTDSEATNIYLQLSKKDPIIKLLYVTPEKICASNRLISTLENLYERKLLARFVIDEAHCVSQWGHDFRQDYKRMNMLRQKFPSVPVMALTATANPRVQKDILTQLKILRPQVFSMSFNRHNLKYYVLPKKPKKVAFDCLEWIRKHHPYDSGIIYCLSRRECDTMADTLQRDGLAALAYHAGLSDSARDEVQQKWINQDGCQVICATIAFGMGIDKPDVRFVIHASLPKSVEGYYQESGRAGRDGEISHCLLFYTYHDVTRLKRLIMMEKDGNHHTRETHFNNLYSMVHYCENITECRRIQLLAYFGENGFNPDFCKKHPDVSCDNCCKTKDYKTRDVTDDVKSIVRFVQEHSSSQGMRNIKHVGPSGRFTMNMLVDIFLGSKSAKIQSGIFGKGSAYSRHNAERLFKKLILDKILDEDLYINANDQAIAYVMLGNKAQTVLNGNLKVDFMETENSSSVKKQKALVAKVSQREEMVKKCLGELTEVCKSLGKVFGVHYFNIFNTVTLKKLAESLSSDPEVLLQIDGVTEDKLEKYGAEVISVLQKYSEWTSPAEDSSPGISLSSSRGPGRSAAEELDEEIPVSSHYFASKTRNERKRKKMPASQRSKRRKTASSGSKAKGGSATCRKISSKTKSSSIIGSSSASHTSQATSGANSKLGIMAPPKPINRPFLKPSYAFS
# POLH inh – qHTS for Inhibitors of Polymerase Eta; DNA polymerase eta (Homo sapiens), Q9Y253; recombinant Pol eta, fluorescent DNA replication assay; Potency, µM (top dose mostly 114 µM), inactives show at the top dose activity change, negative = inhibition, actives largely listed as inhibitors; 1.2% of 390,000 active; AID 588591, 2011; further: potency means the concentration at half of the fitted maximal effect; on the % scale 0 is the no-effect control and ±100 the full control effect
#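 Fluorescent replication assay: 50 nM final substrate added after a 15 min room-temperature compound preincubation with 10 nM enzyme. Signal taken at 0 min and again at 10 min.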
# RXFP1 antagonist – qHTS Assay for Antagonists of the Relaxin Receptor RXFP1; HEK293-RXFP1, relaxin-stimulated cAMP HTRF, 30 min; active compounds read low; Relaxin receptor 1 (Homo sapiens), Q9HBX9; 0.59% of 350,000 active; activity change, negative = inhibition, % at 57.5 µM;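 active means activity change of -60% or lower, but not beyond a set lower limit; inconclusive means change between -60% and -40%, or beyond the set limit; inactive means change above -40%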; further: on the % scale 0 is the no-effect control and ±100 the full control effect
# Tb PGK inh – qHTS Assay to Find Inhibitors of Phosphoglycerate Kinase | Phosphoglycerate kinase, glycosomal (Trypanosoma brucei brucei), P07378 | PGK/GAPDH coupled, Kinase-Glo luminescence, 60 min | Potency, µM (top dose mostly 57.5 µM), for inactives: at the top dose activity change, negative = inhibition, most hits filed as inhibitors | 0.043% of 380,000 active | AID 602233, 2012; further: potency means the concentration at half of the fitted maximal effect; on the % scale 0 is the no-effect control and ±100 the full control effect; nearly all actives have a fitted effect of over 60% in size
#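 Luminescent ATP detection (Kinase-Glo Plus) follows a 60-minute room-temperature incubation, with wells lacking PGK as controls. Buffer: 100 mM TEA (pH 7.6), 5 mM MgCl2, 0.01% Tween-20. Coupling enzyme GAPDH (100 nM final) supplies unstable 1,3-BPG in-well.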
# Pol kappa inh – qHTS for Inhibitors of Polymerase Kappa; DNA polymerase kappa (Homo sapiens), Q9UBT6; purified Pol kappa, fluorescent DNA synthesis assay, 10 min; Potency, µM (highest dose often 107 µM), for inactives: top-dose activity, negative = inhibition, most hits filed as inhibitors; 0.53% of 400,000 active; AID 588579, 2011; further: potency means the concentration at half of the fitted maximal effect; on the % scale 0 is the no-effect control and ±100 the full control effect
#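 Fluorescent qHTS in 1536-well format: enzyme (10 nM) and compound sat 15 min at room temperature before 50 nM substrate (final) was added. Signal taken at 0 and 10 min; no-enzyme buffer wells were negative controls.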
# POLI inh – qHTS for Inhibitors of Polymerase Iota; Pol iota fluorescent replication assay, 10 min; AID 588590, 2011; Potency, µM (top dose mostly 115 µM), inactives show top-dose activity, negative = inhibition, actives largely listed as inhibitors; 1% of 390,000 active; further: potency means the concentration at half of the fitted maximal effect
#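 Pol iota at 10 nM preincubated 15 min with compounds at room temperature; reaction started with fluorescent substrate, 50 nM final. Fluorescence read kinetically at 0 and 10 min; buffer-only wells as negative control.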
# Apoferritin bind – qHTS Assay for Identification of Novel General Anesthetics; Ferritin light chain (Equus caballus), P02791; apoferritin/1-aminoanthracene competitive binding, fluorescence; Potency, µM (highest dose often 77.5 µM), inactives show top-dose activity change, negative = displacement, actives largely listed as inhibitors; 0.074% of 350,000 active; further: potency means the concentration at half of the fitted maximal effect; on the % scale 0 is the no-effect control and ±100 the full control effect; nearly all actives have a fitted effect of over 20% in size
#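 10 uM apoferritin + 50% sat. 1-AMA, PBS; cpd 10 min RT; Ex380/Em535 endpoint; normalized to free probe vs complex; 4-param Hill fit; propofol titration as pos. ctrl.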
# POLB inh – qHTS Assay for Inhibitors of DNA Polymerase Beta. P06746. Pol beta primer extension/strand displacement, fluorescence kinetic. Potency, µM (titrated, usually from 114 µM), inactives show at the highest dose activity change, negative = inhibition, usual class: inhibitors. 1.3% of 340,000 active. AID 485314, 2010; further: potency means the concentration at half of the fitted maximal effect; on the % scale 0 is the no-effect control and ±100 the full control effect
#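 Preincubation: enzyme (10 nM) with compound, 15 min, RT. Reaction: substrate added to 50 nM final. Reads: 0 and 10 min. Analysis: normalized, Hill fit.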
# * marks the source's active call; other numbers are inactive results; i = inactive; ? = inconclusive; . = not tested or not shown; [ ] = dose if it differs, or a comment. Unless noted, the call rests on the fitted dose curve; in most records, active means well fitted curve in the direction sought with a large enough effect; inconclusive means small, poorly fitted or top-dose-only effect, or another doubt; inactive means no such curve, though single readings can be large; an effect the other way counts as inactive or inconclusive. These rows are one share of the data, so the mix of outcomes need not match the whole.
compound,POLH inh,POLI inh,RXFP1 antagonist,Pol kappa inh,Apoferritin bind,Tb PGK inh,POLB inh,APE1 inh,BLM helicase inh
N#CC1(C#N)C(C(=O)C23CC4CC(CC(C4)C2)C3)C12CCOCC2 (stereo not drawn),-7%,165%[activator],-10,-8%,-7%,i,12%,-3%,-5%
O=C(CNCc1ccc(F)cc1)Nc1ccccc1-c1ccccc1,-27%,12%,.,6%,-17%,-1%,28%,10%,-5%
Nc1ccc2c(c1)C(=O)C(=O)c1ccccc1-2,0.79µM*,1µM*,-32,-8%,-22%,?,5µM*,3%,?
Cc1ccc(-c2nc(C(=O)NCc3ccc(Cl)cc3)c3n2CCCCC3)cc1,-19%,30%,.,-1%,46%[activator],-6%,4%,.,-9%
O=C(C[n+]1ccccc1)N/N=C/c1cccc(Cl)c1Cl,?,32%,6,5%,7%,-5%,2%,5%,-1%
O=C(NC1CCCC1)c1ccc(CS(=O)Cc2ccccc2Cl)o1 (stereo not drawn),-3%,-11%,-5,1%,-18%,-1%,1%,17%,4%
COc1ccc2ccc(O)c(CN3CCN(S(=O)(=O)c4cccc(C(F)(F)F)c4)CC3)c2c1,-13%,?,0,-5%,.,-6%,.,-2%,.
COc1ccc(OC)c(NC(=O)CSc2nnc(Cn3c(=O)sc4ccccc43)n2C)c1,-2%,8%,.,0%,-11%,-10%,14%,0%,-9%
O=C(Nc1nccs1)C1Cc2ccccc2CN1S(=O)(=O)c1ccc(F)cc1 (stereo not drawn),-6%,4%,-6,-24%,-21%,2%,15%,-2%,-7%
CCOC(=O)C1CCN(C(=O)COC(=O)CNS(=O)(=O)c2ccc(SC)c([N+](=O)[O-])c2)CC1,-14%,16%,-19,-12%,.,0%,.,.,.
Cc1sc2ncn(CCC(=O)O)c(=O)c2c1C,-9%,6%,-7,-6%,-9%,-7%,-21%,9%,2%
Cc1ccc(OCc2nnc(SCCN3CCOCC3)n2C)cc1,-2%,12%,-6,-14%,-4%,-3%,29%,-1%,-1%
CC1CN(C(=O)CCNC(=O)c2ccc(Cl)cc2)CC(C)O1 (stereo not drawn),-12%,-6%,2,16%,-3%,-9%,1%,-1%,-1%
CCc1ccccc1NC(=O)CSc1ncc(S(=O)(=O)c2ccccc2)c(=O)[nH]1,-2%,1%,.,9%,3%,-7%,23%,.,-1%
CCCOc1ccc(/C=C/C(=O)Nc2ccc([N+](=O)[O-])cc2C)cc1OC,-19%,7%,-1,-9%,-8%,-5%,15%,-2%,-3%
Cc1ccc(OCC(=O)Nc2ccc(C(=O)OCc3cc(=O)n4c(C)csc4n3)cc2)cc1,-21%,-12%,0,-3%[60.1 µM],-15%,i,15%,.,-6%
COc1ccc(N(C(=O)c2snc(C(N)=O)c2N)C(C(=O)NC2CCCC2)c2ccco2)cc1 (stereo not drawn),-17%,19%,-29,-1%,-10%,-3%,-9%,20%,-9%
Cc1cccc(N/N=C2/COC(C)(C)CC2=O)c1,-5%,-12%,3,4%,-23%,-5%,7%,-5%,-2%
Cc1ccc(NC(=O)Nc2ccc(F)cc2)cc1Cl,-12%,14%,-1,-7%,-2%,-3%,39%,12%,-12%
CCOC(=O)/C(C(N)=NCCO)=C(/O)c1ccccc1,-1%,9%,12,-3%,-3%,-9%,0%,-1%,1%
Cc1cc(C)c(S(=O)(=O)NCc2ccc3c(c2)OCO3)cc1C,-16%,-6%,-2,-4%,-19%,-5%,11%,-12%,-5%
NC(=O)c1c(NC(=O)CN2CCCC2)sc2c1CCCC2,-11%,-14%,-17,-16%,0%,-8%,-17%,-7%,-1%
FC(F)c1nnc2c(Cl)cc(C(F)(F)F)cn12,-2%,162%[activator],4,-2%,-2%,12%,5%,10%,1%
CC(=O)Nc1ccc(Nc2nc(Cl)nc(Nc3ccc(NC(C)=O)cc3)n2)cc1,-7%,?,-9,-8%,-2%,-8%,?,3%,-5%
COc1ccc(-c2noc(CN(C)C(=O)Nc3ccccc3)n2)cc1,-10%,16%,-2,-13%,-15%,.,47%,0%,-4%
O=C(O)/C=C/C(=O)Nc1ccccc1SC(F)(F)F,-15%,-3%,.,8%,0%,i,3%,-1%,0%
COc1ccc(/C=C/C(=O)NCCCN2CCCC2)cc1,-12%,-29%,3,-1%,-4%,-5%,-25%,39%,5%
CCOc1ccc(Sc2cc(C(=O)NCc3ccc(C)cc3)c3ccccc3n2)cc1,16%,-9%,-16,-9%[60.1 µM],-12%,1%,0%,.,-4%
CCCC(=O)Nc1ccc(-c2cn3cccnc3n2)cc1,0%,22%,20,-16%,215%[activator],0%,20%,4%,-1%
Cc1cc(=O)oc(C)c1C(=O)NCCCN1C(C)CCCC1C (stereo not drawn),3%,15%,2,1%,-4%,-10%,9%,0%,-3%
Cc1nnc(SCC(=O)NC(=O)NC(C)(C)C)n1N,-8%,30%,3,-15%,-12%,0%,60%,8%,-2%
C[C@H](NC(=O)c1ccccc1F)C(=O)N1CCC2(CC1)NCCc1[nH]cnc12,-17%,21%,-18,-21%,1%,-1%,0%,7%,-1%
Cc1cccc(NC(=O)/C(C#N)=C/c2ccccc2O)n1,8%,29%,-8,4%,3%,i,45%,-2%,2%
C=CCNC(=O)c1ccccc1NC(=O)c1ccc(Cl)c(S(=O)(=O)Nc2cc(C)ccc2C)c1,-1%,4%,-12,-7%,-24%,.,-24%,0%,-5%
Cn1c(=O)oc2cc(S(=O)(=O)NCCC(=O)N3CCc4ccccc4C3)ccc21,-9%,-3%,12,4%,-10%,-9%,1%,1%,-6%
Cc1ccc(C(=O)Nc2ccc(C)c(S(=O)(=O)N(C)C)c2)s1,-15%,3%,?,-17%,-2%,2%,13%,0%,1%
O=C(c1ccc(Oc2ccc(C(F)(F)F)cn2)cc1)N1CCN(c2ccccc2)CC1,-19%,?,-18,-5%,?,i,-23%,-1%,-5%
CCOC(=O)c1c(C)n2c3c(cc(C)cc13)CCC2,-25%,165%[activator],-20,-8%,-14%,-3%,2%,0%,-4%
CC(=O)NN1C(=O)c2ccccc2NC1c1ccccc1 (stereo not drawn),7%,?,8,-9%,71%[activator],0%,41%,-6%,-5%
Cc1ccc(-n2ncc(C(=O)N3CCN(c4cc(Cl)ccc4C)CC3)c2C2CCN(C(=O)OC(C)(C)C)CC2)cc1,-1%,-8%,6,-13%,?,-6%,-22%,.,-9%
O=C(NCc1ccccc1)C1CCCC1,.,.,.,.,-10%,.,9%,2%,-1%
Cc1ccc(NC(=O)Nc2ccon2)cc1Cl,-5%,27%,4,0%,-7%,1%,20%,0%,-6%
COc1ccccc1Nc1nc(N)nc(CN2CC(C)CC(C)C2)n1 (stereo not drawn),-20%,116%[activator],-4,-2%,-5%,0%,-3%,1%,2%
COCC(C)NCc1cccc(OC)c1OC (stereo not drawn),-10%,?,-6,6%,-6%,-9%,0%,-7%,-3%
CN(CCc1ccccn1)C1CCCN(S(=O)(=O)c2ccccc2)C1 (stereo not drawn),-19%,2%,-19,-3%,-3%,i,1%,9%,0%
COC(=O)c1ccc(COC(=O)CNC(=O)c2ccco2)cc1,4%,14%,-10,0%,-4%,13%,0%,?,1%
CCc1ccccc1NC(=O)CCS(=O)(=O)c1cccc2nonc12,2%,-12%,.,-4%,-6%,-2%,-10%,.,2%
CCOc1ccc(NC(=O)CSc2nc3nc4c(cc3c(=O)n2CC)COC(C)(C)C4)cc1,-8%,15%,-4,-12%,-7%,-6%,3%,-2%,-1%
COc1ccc(-c2ccc(-c3noc(-c4ccccc4OC)n3)c(OC)n2)cc1,-8%,9%,-2,-12%,-7%,-1%,11%,-1%,-5%
COc1cc(C2SCC(=O)N2CCN2CCCCC2)ccc1O (stereo not drawn),-1%,41%[activator],7,6%,-2%,-4%,1%,-4%,3%
Cc1nc(-c2ccc(S(=O)(=O)Nc3cc(S(=O)(=O)N(C)C)ccc3C)s2)cs1,11%,-4%,7,-10%,6%,-4%,9%,?,-5%
CCCCc1nc2cc(C(=O)NC3CCOC(C)(C)C3)ccc2o1 (stereo not drawn),-4%,-2%,7,3%,-12%,-12%,13%,27%,-1%
CCCn1nc(C(=O)NNC(=O)CSCC(=O)Nc2cc(C)on2)c2ccccc2c1=O,-5%,-13%,-6,-8%,.,i,.,35%,.
O=C(N1CCN(c2cccc(Cl)c2)CC1)C1(S(=O)(=O)c2ccc(Cl)cc2)CC1,1%,-1%,-2,-5%,-13%,11%,-10%,?,-11%
O=C(NCCC1=CCCCC1)c1ccc([N+](=O)[O-])cc1,-14%,-9%,-2,2%,-1%,-1%,2%,1%,1%
CCNC(=S)N/N=C/c1ccc(-c2ccccc2)o1,-8%,14%,-7,-17%,-2%,-13%,3%,17%,3%
CC(C)CC(=O)N1CCN(Cc2ccccc2Br)CC1,-14%,37%[activator],1,3%,30%,-9%,2%,33%,-2%
